Growth percent in the NCI-60 one-dose screen (48 h, 10 µM unless noted): 100 = growth as untreated, 0 = no growth, -100 = all killed.
SF-295: SF-295 CNS cancer cells; actives 5.6% (n = 79,000); AID 1794758
A498: A498 renal cancer cells | actives 5.4% (n = 76,000)
SNB-19: SNB-19 CNS cancer cells; actives 2.5% (n = 81,000); AID 1794751
U251: U251 CNS tumor cells | actives 5.4% (n = 80,000)
CAKI-1: CAKI-1 renal cancer | actives 4.7% (n = 75,000)
SF-268: SF-268 CNS cancer cells; actives 3.1% (n = 82,000); AID 1794759
NCI-H23: NCI-H23 lung cancer. actives 4% (n = 80,000)
SNB-75: SNB-75 CNS cancer; actives 5% (n = 79,000)
SF-539: SF-539 CNS cancer; actives 6.8% (n = 81,000); AID 1794752
Starred values were filed as active, the others as inactive; . = no result given; & = joins results of further samples; [ ] = another dose, or the depositor's remark. How the source made its calls: active means growth percent below 10; inactive means the rest.

SMILES	SF-295	A498	SNB-19	U251	CAKI-1	SF-268	NCI-H23	SNB-75	SF-539
COc1ccc(S(=O)(=O)N2CCCC(C(=O)Nc3nc4ccc(NC(=O)c5ccc(F)c(OC)c5F)cc4s3)C2)cc1 (stereo not given)	84	114	85	83	60	73	85	.	69
Cc1ccc(Cn2c(C)c(-c3ccccc3)c(-c3ccccc3)c2C)cc1	.	112	97	55	67	68	75	86	78
Clc1ccc(Cl)c(Nc2nc3ccccc3s2)c1	114	102	105	102	88	110	96	108	123
CCSc1ccnc(N)n1	105	98	103	105	82	94	120	95	105
CCOC(=O)C(C(=O)c1ccccc1)C(c1ccccc1)c1nccc2ccccc12 (stereo not given)	69	74	80	.	73	90	66	82	103
CN(C)CCCNc1nc2ccccc2c2c(=O)c3cc(F)ccc3sc12	78	27	68	29	8.8*	52	71	66	27
CCc1ccc(-c2ccc(-n3nc(C)c4c(N)nc(Cc5ccccc5)nc43)cc2)cc1	71	73	66	68	.	66	77	65	81
Clc1ccc(-c2onc3ccc(C4Oc5ccccc5C5CC(c6ccccc6)=NN54)cc23)cc1 (stereo not given)	104	.	104	100	90	103	108	108	99
CC(C)c1ccc(C2=C/C(=C\c3ccc(Br)cc3)C(=O)N2CCc2ccc(S(N)(=O)=O)cc2)cc1	94	118	96	98	97	102	98	107	96
O=C1NN(C(=O)c2cc([N+](=O)[O-])cc([N+](=O)[O-])c2)C(c2ccccc2)=N/C1=C/c1ccoc1	102	98	90	93	83	100	98	73	92
Cn1ccc(=O)c(C(=O)Nc2nsc3ccc([N+](=O)[O-])cc23)c1	110	32	91	63	6.9*	75	91	72	78
C[C@H](c1nc2ccc(Cl)cn2c1NCc1ccccc1)[C@H]1CC[C@H]2[C@@H]3CCC4=CC(=O)CC[C@]4(C)[C@H]3CC[C@]12C	49	59	82	66	46	77	56	67	74
c1cnc(Nc2nc3c(s2)CCCc2cc[nH]c2-3)nc1	103	86	100	87	97	100	81	84	108
Nc1nc2c(c(=O)[nH]1)C(c1ccccc1)C=C(C(=O)O)N2 (stereo not given)	82	77	142	106	90	117	103	.	105
C/C(=N\N=C1/NC(=O)C(CC(=O)O)S1)c1nnn(-c2ccc([N+](=O)[O-])cc2)c1C (stereo not given)	106	109	102	103	92	103	99	103	98
Cc1ccc(C(=O)C2CC2)cc1C	113	115	99	104	106	106	104	96	98
Cc1c(O)ccc(SC#N)c1C	129	127	96	101	98	87	98	95	94
C#CCOc1ccccc1C(Nc1ccc([N+](=O)[O-])cc1)c1nnnn1C1CCCCC1 (stereo not given)	77	91	89	90	58	89	98	105	95
CC(O)CN(Cc1cc(O)c(CN(CC(C)O)CC(C)O)cc1O)CC(C)O (stereo not given)	.	96	98	107	102	104	117	94	102
Nc1ccc2c(c1)C(=O)c1cccc(Cl)c1-2	105	102	107	102	95	98	100	95	107
COc1ccc(-c2cc(C(F)F)c3c(N)c(C(=O)c4ccc5c(c4)OCO5)sc3n2)cc1	84	65	86	69	85	60	81	15	57
CS(=O)(=O)c1ccc(-c2nn(-c3ccc(F)cc3)cc2/C=N/NC(=O)c2ccccc2)cc1	103	91	94	95	99	100	101	111	98
CC(=O)Nc1ccc(-n2cnc3cc(-c4ccc(O)cc4)ccc32)cc1F	2.7*	72	36	17	18	41	49	24	-5.2*
CCN(CC)N=Nc1ccc2c(cnn2C(=O)Nc2ccc(Cc3ccccc3)cc2)c1	19	89	80	66	59	68	81	94	37
O=C(CSc1nnc(-c2cccs2)n1-c1ccccc1)Nc1cccc(Br)c1	92	75	89	104	85	98	100	90	85
CCS/C(Nc1ccccc1)=C(\C#N)C(=O)Nc1ccccc1	91	76	91	93	87	91	94	102	104
COC(=O)c1c(C(=O)OC)c2ccc3c4ccccc4ccc3n2c1C(N)=O	86	149	83	98	92	90	74	71	70
Cc1nc2c(-c3ccc(Cl)cc3)nc3ccccc3c2c(=O)n1N	105	115	97	97	108	95	125	89	96
CCCCC(CC)CNC(=O)/C=C/c1ccc(OC)cc1 (stereo not given)	93	68	100	102	93	96	89	100	111
Nc1ccccc1/C=N\Nc1ccccc1	32	83	92	86	20	71	91	85	47
CCOC(=O)/C=C1\C(CO)OC(n2cnc3c(N)ncnc32)C1O[Si](C)(C)C(C)(C)C (stereo not given)	88	78	88	54	85	98	99	98	92
ClC1=C(Cl)C(Cl)=C(Cl)C1	125	.	119	110	112	99	108	99	96
O=C(CSC1CCc2ccccc21)N/N=C/c1ccccc1O (stereo not given)	.	101	61	49	.	39	56	72	55
CNC(=O)c1cc(Oc2ccc3nc(NC(=O)c4cc(Cl)cc(Cl)c4)sc3c2)ccn1	58	55	87	81	75	78	91	75	85
COc1ccc(N2C(=O)N(c3ccc(SC)cc3)C(=O)C2=S)cc1	101	97	99	90	93	87	98	93	100
COc1ccc(Oc2nc(Nc3ccc(N4CCOCC4)cc3)ncc2NC(=O)c2ccc(OC)c(OC)c2)cc1	111	106	104	102	79	103	103	104	96
CCCCNC(=O)N1CCc2nc(NC(=O)Cc3ccccc3)sc2C1	99	65	97	80	101	99	97	113	.
O=S1(=O)CCCc2c1nnn2-c1ccc(F)cc1	103	95	101	98	98	97	100	97	106
O=C1CCC(NS(=O)(=O)c2ccccc2)N1 (stereo not given)	101	.	90	104	104	99	89	101	112
Cc1ccc2sc3c(c2c1)OC(N)=C(C#N)C3c1ccc(Cl)cc1 (stereo not given)	74	.	90	96	60	89	86	82	71
CCOC(=O)CNC(=O)Sc1ccc(C(C)(C)C)cc1	102	119	103	83	100	107	98	76	94
CC(=O)OC(OC(C)=O)c1ccc([N+](=O)[O-])o1	113	104	105	108	90	79	110	101	92
CCOC(=O)C1=C(N)N(c2ccc(Cl)cc2)C2=C(C(=O)CC(C)(C)C2)C1c1ccc(Cl)cc1Cl (stereo not given)	52	77	54	42	46	73	55	89	79
CCCCCC1(C)NC(C)(C)CO1 (stereo not given)	94	100	106	102	95	101	98	95	99
O=C(Nc1cccc(-n2cc(-c3ccncc3)c(-c3ccc(O)c(Cl)c3)n2)c1)c1ccc2c(c1)OCCO2	27	63	76	22	58	87	75	68	56
COc1ccc(/C(C)=N/N=C2C(=O)N(C)c3ccc(Cl)cc32)cc1S(N)(=O)=O	70	101	93	92	72	85	85	72	83
CSc1ccc(C)cc1	109	120	105	120	108	102	104	97	102
Cc1cc(C)c(C#N)c(SCC(=O)c2sc3c(C#N)c(C)cc(C)[n+]3c2[O-])n1	-52*	-6.2*	75	7.7*	-6.9*	23	39	9.0*	-11*
O=C(CCc1nc2c(=O)[nH]c(=S)[nH]c2[nH]c1=O)Nc1ccc(C(=O)O)cc1	103	113	99	110	91	101	100	96	97
CN(C)C(=O)OC(c1ccc(Cl)cc1)c1ccccn1 (stereo not given)	101	95	95	106	101	97	95	102	96
COc1cnc2c(c1)C(=O)c1c-2n(CCCN2CCCC2)c(=O)c2cc(F)ccc12	-20*	-93*	20	-19*	.	12	-19*	-19*	-39*
NS(=O)(=O)c1ccc(Nc2nc(O)c(/C=C3\C=Nc4ccccc43)s2)cc1	102	106	92	95	.	106	92	94	98
CC1(C)CC[C@]2(C(=O)N3CCCNCC3)CC[C@]3(C)C(=CC[C@@H]4[C@@]5(C)CCC(=O)C(C)(C)[C@@H]5CC[C@]43C)[C@H]2C1	104	109	98	100	89	102	101	124	97
CC1(C)OC(=O)C(=Cc2cccc(F)c2)C(=O)O1	105	93	102	.	100	99	110	98	111
N#Cc1c(-c2cccs2)cc(-c2cnccn2)nc1SCC(=O)NNC(=S)Nc1ccc(F)cc1	106	118	95	101	99	106	108	.	98
C1=C\CCCCN2CC[C@H]3[C@H](CCCC/C=C\CCCN4C[C@@H](CCCCC/1)C[C@@H]3C4)C2	51	-12*	106	72	.	74	79	44	31
CC(CC(=O)c1ccccc1)=NCCCN=C(C)CC(=O)c1ccccc1	105	87	103	104	96	96	100	81	101
COc1ccc2c(O)cc3c(c2c1)[C@H](CCl)CN3C(=O)c1cc2cc(NC(=O)CCN3CCOCC3)ccc2[se]1	-78*	-91*	-76*	-86*	-26*	-43*	-51*	-88*	-64*
CN(C(=O)CSC(N)=O)c1ccccc1	102	103	110	102	114	102	103	109	109
C=CCn1c(SCC(=O)Nc2cccc(C(=O)/C=C/c3cc(OC)c(OC)c(OC)c3)c2)nc2ccccc2c1=O	83	76	54	9.4*	44	70	24	34	21

New compounds follow:
SMILES	SF-295	A498	SNB-19	U251	CAKI-1	SF-268	NCI-H23	SNB-75	SF-539
CCOC(=O)n1ncc2c(Nc3ccc(NC(C)=O)cc3)ncnc21	100	73	97	101	.	102	95	87	96
CC(=O)c1ccc(N2C(=O)[C@H]3CC=CC[C@H]3C2=O)cc1	116	110	107	103	100	102	108	91	101
N#Cc1c(-c2ccccc2F)cc(-c2ccccn2)[nH]c1=O	103	72	98	104	73	96	92	83	99
CC1CC(c2ccccc2)C(=O)CN1C (stereo not given)	104	105	116	108	110	110	109	102	102
O=c1/c(=C/c2ccccc2Cl)sc2nc(-c3ccccc3)nn12	100	.	91	90	98	91	87	64	95
C=CCn1c(SCC(=O)Nc2ccc(C(=O)/C=C/c3cc(OC)c(OC)c(OC)c3)cc2)nnc1-c1cc(-c2ccc(OC)cc2)nc2ccccc12	106	89	90	88	82	91	93	85	91
CCCSC1=NC2C(N(CC)C(=O)N2CC)N1/N=C/C=C/c1ccccc1 (stereo not given)	92	89	89	87	100	96	95	88	98
CSc1nc2c(c(=O)n1C)C1(C(=O)N(Cc3ccccc3)c3ccccc31)c1c(nc(SC)n(C)c1=O)N2	85	73	92	78	103	97	93	99	106
Cc1c(CCO)cc(-c2ccc(Cl)cc2)n1-c1ccccc1	97	94	91	96	88	99	94	83	106
COc1ccc(OC)c(C2C(C#N)=C(N)N(c3ccc(F)cc3)C3=C2C(=O)CC(C)(C)C3)c1 (stereo not given)	97	107	102	101	94	106	99	97	96
Nc1cccc(CC(N)C(=O)O)c1 (stereo not given)	106	93	104	87	93	101	105	86	96
COc1ccc(CN2CCc3c(nc(N)nc3Sc3ccc(Cl)cc3)C2)c(OC)c1	123	95	102	89	77	95	92	120	105
C=C(C)[C@@H]1CC=C2c3sc(Nc4ccc(OC(F)(F)F)cc4)nc3C[C@@H](C)[C@]2(C)C1	102	87	93	90	90	95	104	85	101
Cc1cc2cc3c(C)cc(=O)oc3c(C)c2o1	94&85	92&83	95&88	98&32	91&72	113&88	102&94	126&30	83
Cc1ccc(N(C(=O)C2CCCCN2)C(C(=O)NC(C)(C)C)c2ccc(Cl)cc2)cc1 (stereo not given)	90	126	94	89	97	109	93	110	101
CCCCCOC(=O)N1CCCCC1CCC (stereo not given)	110	91	103	102	101	100	104	99	99
COc1cccc(-c2nn(-c3ccccc3)cc2-c2ccnc(NCCCNC(=O)c3cccc(C(F)(F)F)c3)c2)c1	27	44	45	25	51	57	27	59	31
COc1cc(/C=C2\C=C(c3ccc(F)cc3)N(Cc3ccccc3)C2=O)cc(OC)c1OC	84	57	79	49	63	77	63	71	87
O=C(CNC(=O)c1cccc2ccccc12)Nc1ccccc1Cc1ccccc1	17[5 µM]	38[5 µM]	54[5 µM]	24[5 µM]	.	49[5 µM]	52[5 µM]	32[5 µM]	27[5 µM]
CC(=O)c1c(C)nc2ccccc2c1/C=C/c1cccc(C)c1	58	50	74	50	46	82	62	60	62

A different layout for some results above.
Compound,SF-295,A498,SNB-19,U251,CAKI-1,SF-268,NCI-H23,SNB-75,SF-539
CCOC(=O)n1ncc2c(Nc3ccc(NC(C)=O)cc3)ncnc21,100,73,97,101,.,102,95,87,96
CC(=O)c1ccc(N2C(=O)[C@H]3CC=CC[C@H]3C2=O)cc1,116,110,107,103,100,102,108,91,101
N#Cc1c(-c2ccccc2F)cc(-c2ccccn2)[nH]c1=O,103,72,98,104,73,96,92,83,99
CC1CC(c2ccccc2)C(=O)CN1C (stereo not given),104,105,116,108,110,110,109,102,102
O=c1/c(=C/c2ccccc2Cl)sc2nc(-c3ccccc3)nn12,100,.,91,90,98,91,87,64,95
C=CCn1c(SCC(=O)Nc2ccc(C(=O)/C=C/c3cc(OC)c(OC)c(OC)c3)cc2)nnc1-c1cc(-c2ccc(OC)cc2)nc2ccccc12,106,89,90,88,82,91,93,85,91
CCCSC1=NC2C(N(CC)C(=O)N2CC)N1/N=C/C=C/c1ccccc1 (stereo not given),92,89,89,87,100,96,95,88,98
CSc1nc2c(c(=O)n1C)C1(C(=O)N(Cc3ccccc3)c3ccccc31)c1c(nc(SC)n(C)c1=O)N2,85,73,92,78,103,97,93,99,106
Cc1c(CCO)cc(-c2ccc(Cl)cc2)n1-c1ccccc1,97,94,91,96,88,99,94,83,106
COc1ccc(OC)c(C2C(C#N)=C(N)N(c3ccc(F)cc3)C3=C2C(=O)CC(C)(C)C3)c1 (stereo not given),97,107,102,101,94,106,99,97,96
Nc1cccc(CC(N)C(=O)O)c1 (stereo not given),106,93,104,87,93,101,105,86,96

Individual results from the results shown.
O=c1/c(=C/c2ccccc2Cl)sc2nc(-c3ccccc3)nn12 @ U251 = 90
Nc1cccc(CC(N)C(=O)O)c1 (stereo not given) @ SNB-19 = 104

Following part.
SMILES	SF-295	A498	SNB-19	U251	CAKI-1	SF-268	NCI-H23	SNB-75	SF-539
CC1C(c2ccccc2)OCCN1C(=S)Nc1ccc(S(=O)(=O)N2CCCCC2)cc1 (stereo not given)	99	99	102	93	36	109	99	100	.
Nc1ncnc2ocnc12	106	101	109	96	.	98	104	71	108
Cc1ccc(NC(=O)N=Nc2c(O)[nH]c3ccccc23)c(C)c1	103	78	94	96	86	97	88	94	99
NNC(=O)Oc1c(Cl)cc(Cl)cc1[N+](=O)[O-]	103	118	106	98	.	102	98	106	105
O=C1N=C(c2ccccc2)S/C1=C\c1ccc2c(c1)OCO2	98	81	99	91	102	96	115	96	96
Clc1ncccn1	97	98	.	104	79	107	105	102	90
CCCCCCCCCCCC(C)O (stereo not given)	.	108	103	.	100	101	107	84	93
Nc1ccc(C(=O)NC(CCC(=O)O)C(=O)O)cc1 (stereo not given)	102	.	101	102	101	108	92	91	95

Screening results from PubChem BioAssay.

This is a random part of the collection (roughly 10% active in at least one column).
